Source: PubChem BioAssay
CSN deneddyl inh – CSN deneddylation inhibition. 360,000 compounds, 0.38% hits. AID 651999. Purified CSN, SCF-Nedd8-OG deneddylation, fluorescence polarization. inhibition, % at 12.5 µM;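 active means pattern-corrected inhibition above about 35%, with an unprinted fluorescence ratio check between 0.5 and 1.5, limit read from the data, passing the limit was not always enough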;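 further: 0% = enzyme with substrate and 100% = substrate without enzyme; some results filed as inactive read as strong as hits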
Target sequence (Q92905 whole entry, looked up, one chain of several): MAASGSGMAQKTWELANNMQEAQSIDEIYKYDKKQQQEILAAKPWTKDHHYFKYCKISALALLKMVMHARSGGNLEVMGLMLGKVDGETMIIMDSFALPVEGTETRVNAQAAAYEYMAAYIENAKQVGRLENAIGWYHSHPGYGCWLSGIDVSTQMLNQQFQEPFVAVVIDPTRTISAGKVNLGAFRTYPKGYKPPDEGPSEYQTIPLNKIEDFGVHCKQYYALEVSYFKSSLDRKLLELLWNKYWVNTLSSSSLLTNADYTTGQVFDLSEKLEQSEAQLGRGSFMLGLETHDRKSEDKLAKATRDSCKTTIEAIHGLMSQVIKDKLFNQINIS
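assay system = purified human Csn5 enzyme expressed in HEK293T cells | amount = 0.24 nM enzyme | buffer or medium = Tris/NaCl/DTT buffer, pH 7.5 | reagent = 10 nM SCFSkp2-Nedd8OG | compound = one concentration, 12.5 µM, 0.25% DMSO | times = 90 min reaction at room temperature | signal = FP | read-out basis = % inhibition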
MT1-MMP act inh – MT1-MMP (human) activation inhibition. 360,000 compounds, 0.061% hits. P50281. HT1080 RFP-PRO-GFP cells, GFP/RFP ratio fluorescence, overnight; percent of plate control window, DMSO zero. AID 651647. GFP/RFP ratio change, % at 20 µM;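 active means GFP/RFP ratio change of at least 30% with cell ATP level not reduced by more than half and red fluorescence within 50% of control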; further: strong numbers were not always called active
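system = RFP-PRO-GFP reporter HT1080 cells | dosing = 20 µM single dose, 1% DMSO | timing = overnight cell settling, then overnight compound exposure, 37 °C, 5% CO2 | read-out basis = GFP/RFP fluorescence ratio | controls = DMSO and RFP-L50D-GFP cell wells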
FAS-TE inh – FAS thioesterase (human) inhibition | P49327 | recombinant FAS-TE, OMFH fluorogenic substrate, fluorescence endpoint | inhibition, % at 15 µM | 360,000 compounds, 0.67% hits | AID 602261;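 active means compounds whose normalised, plate-corrected inhibition of enzyme fluorescence in the single-dose primary screen is 50% or more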;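 further: 0% = DMSO with enzyme and 100% = substrate without enzyme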
PABP1 MLLE inh – inhibitors of microRNA-mediated deadenylation, human PABP1 MLLE binding | P11940 | GST-MLLE / FITC-PAM2 fluorescence polarization | inhibition, % at 20 µM | 360,000 compounds, 0.36% hits | AID 588489; in the data active means inhibition above about 35%, passing the limit was not always enough;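 further: plate controls were DMSO wells with GST-MLLE for no effect and wells lacking GST-MLLE protein for full effect; some results filed as inactive read as strong as hits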
Target sequence (P11940 whole entry, looked up): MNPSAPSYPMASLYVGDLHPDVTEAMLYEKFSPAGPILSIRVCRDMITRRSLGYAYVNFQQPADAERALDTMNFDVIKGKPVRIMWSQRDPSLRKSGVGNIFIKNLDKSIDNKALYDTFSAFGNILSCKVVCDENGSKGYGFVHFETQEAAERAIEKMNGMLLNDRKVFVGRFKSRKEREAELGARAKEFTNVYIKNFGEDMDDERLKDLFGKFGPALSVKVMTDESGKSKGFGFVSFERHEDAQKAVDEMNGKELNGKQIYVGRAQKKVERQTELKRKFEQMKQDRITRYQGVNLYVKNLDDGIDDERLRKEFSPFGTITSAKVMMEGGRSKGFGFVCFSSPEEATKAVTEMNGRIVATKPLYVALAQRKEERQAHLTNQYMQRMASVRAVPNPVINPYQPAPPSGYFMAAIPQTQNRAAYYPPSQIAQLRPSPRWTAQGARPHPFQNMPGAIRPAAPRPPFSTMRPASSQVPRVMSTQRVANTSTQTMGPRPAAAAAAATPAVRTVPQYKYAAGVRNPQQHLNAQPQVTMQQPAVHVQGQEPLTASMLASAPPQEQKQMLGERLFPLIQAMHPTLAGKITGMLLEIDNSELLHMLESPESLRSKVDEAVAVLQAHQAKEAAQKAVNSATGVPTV
Rpn11 inh – blocks the human proteasome subunit Rpn11; human 26S proteasome, Ub4-pepOG fluorescence polarization; 20S core pre-blocked with epoxomicin; calls only at 20 µM; 360,000 compounds, 0.59% hits;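 active means inhibition at 20 µM, scaled to each plate's controls, above about 33%, limit read from the data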
E coli Lon inh – inhibits E. coli Lon protease. P0A9M0. purified E. coli Lon protease, fluorescence polarization. inhibition, % at 7.94 µM. 360,000 compounds, 0.42% hits. AID 602123; in the data active means inhibition above about 13%, passing the limit was not always enough;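 further: 0% = enzyme with probe and DMSO and 100% = no enzyme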
MsrA inh – inhibits bovine methionine sulfoxide reductase A. purified bovine MsrA, absorbance read-out. inhibition, % at 15.5 µM. 360,000 compounds, 0.75% hits. AID 651718; in the data active means inhibition above about 4.5%;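 further: 0% = vehicle wells with enzyme and 100% = reference inhibitor wells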
MsrA act – bovine methionine sulfoxide reductase A activation; purified bovine MsrA, absorbance read-out; 360,000 compounds, 0.3% hits; activation, % at 10.6 µM; in the data active means activation above about 7.5%;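 further: 0% = vehicle and 100% = reference activator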
Rin1-Abl PPI inh – blocks binding of human Rin1 to Abl; P00519+Q13671; TR-FRET Rin1/Abl binding, biochemical; inhibition, % at 7.35 µM; 360,000 compounds, 0.4% hits; AID 588664; in the data active means inhibition above about 5%, passing the limit was not always enough
The depositor's hits bear a star; i = inactive; · = no result given; + = active, no number.

SMILES	CSN deneddyl inh	MT1-MMP act inh	FAS-TE inh	PABP1 MLLE inh	Rpn11 inh	E coli Lon inh	MsrA inh	MsrA act	Rin1-Abl PPI inh
CCc1ccc(-c2cc3c(=O)n(CC(=O)NCc4ccccc4F)ncn3n2)cc1	-1	-1	-3	-4	i	6	-0.2	-5	6
CCOC(=O)N1CCC(NC(=O)c2ccc(CS(=O)(=O)c3c(Cl)cccc3Cl)o2)CC1	1	8	1	9	i	3	0.3	0	0
O=C(C1CCCCN1S(=O)(=O)c1ccccc1)N1CCN(C(c2ccccc2)c2ccccc2)CC1 (centres undefined)	5	-25	34	21	i	-6	1.1	-1	2
CC1(C(=O)NS(=O)(=O)c2cccc(Cl)c2)CCN1C(=O)C1CCCCC1 (centres undefined)	1	-6	-6	-5	i	-8	0.5	-13	0
S=C(NCCCNC(=S)Nc1ccccc1)Nc1ccccc1	-2	3	-8	-54	i	1	1.1	1	1
COc1ccc(CN(C)C(=O)c2ccc(COc3ccccc3)cc2)c(OC)c1	7	3	18	-1	i	12	-0.2	2	1
COc1ccc(-c2nc(C#N)c(N3CCN(C(=O)c4ccco4)CC3)o2)cc1OC	-5	2	-8	10	i	-6	0.5	0	1
Cc1cccc(NC(=O)CCNS(=O)(=O)c2cccc3nonc23)c1	-7	-1	-6	6	i	3	1.0	-12	-2
CCC(C)Oc1cc(-c2ccnc(Nc3cccc(Cl)c3)n2)ccn1 (centres undefined)	2	-18	18	-1	i	-1	-0.3	-1	2
CN(CCCn1ccc(NC(=O)OCc2ccccc2)nc1=O)Cc1ccco1	-5	4	-9	-11	i	0	0.5	-3	3
CC(=O)OC(C(=O)NCCc1ccccc1)c1cccnc1 (centres undefined)	8	1	-6	11	i	1	0.8	-13	-1
Cc1c(/C=N/NC(=O)c2cccnc2)cc(C#N)n1C	-6	-2	-3	12	i	5	3.0	0	-1
CC1CCc2c(sc3ncnc(NCCN4CCOCC4)c23)C1 (centres undefined)	6	3	-6	9	i	-1	0.9	-2	-1
O=C(NCc1ccc(F)cc1)C(=O)c1cn(CC(=O)N2CCCC2)c2ccccc12	3	-10	1	5	i	1	1.9	-8	0
Cc1noc(C)c1NC(=O)N(C)C[C@@H]1Oc2ccc(NC(=O)CCC(F)(F)F)cc2CC(=O)N([C@@H](C)CO)C[C@@H]1C	5	-1	-12	-4	i	5	-0.8	-1	3
CCOc1ccc2oc(C(=O)N(CC)CC(=O)Nc3c(F)cccc3F)c(C)c2c1	4	3	-2	3	i	-1	-0.6	3	4
COc1ccc(NC(=O)N2CCC(O)(c3cccnc3)CC2)c(OC)c1	3	-4	-2	2	i	4	1.8	-2	-1
Cc1ccc2[nH]c(O)c(N=NC(=O)c3ccc(NS(=O)(=O)c4cccs4)cc3)c2c1	3	2	4	-9	i	-4	0.1	-2	-3
CC(C)c1ccc(NC(=O)NCc2ccc3c(c2)OCO3)cc1	0	0	-3	-10	i	-7	0.1	-6	1
CCOC(=O)Cn1nnnc1C(CC)N(Cc1cc2ccc(C)cc2[nH]c1=O)C1CCCC1 (centres undefined)	-2	-6	6	-6	i	-9	1.1	-1	-4
O=C(COc1ccc2ccccc2c1)N1CCN(c2ccccc2)CC1	0	2	-5	5	i	-13	0.5	-3	0
COc1cc(C(=O)NC(=S)NNC(=O)c2cnccn2)cc(OC)c1OC	5	4	-10	0	i	3	2.2	-4	-4
CN(CC(=O)N1CCN(c2ccc(F)cc2)CC1)S(=O)(=O)c1ccc(F)cc1	-6	2	-3	-2	i	-4	-0.3	1	0
OCCNc1nc(Nc2ccccc2)nc2ccccc12	0	9	-10	12	i	-1	1.0	-3	3
CCOC(=O)c1nc(-c2ccc(OC)c(OC)c2)no1	-9	0	-8	10	i	2	1.2	-6	-1
CC1=C(C(=O)N(C)C)CC(CC(=O)NCc2cccs2)C(=O)N1CCCN1CCCC1=O (centres undefined)	-1	3	-5	-7	i	-2	0.7	-6	-1
CCN(CC)C(=O)c1sc(NC(=O)c2ccc3c(c2)OCO3)c(C#N)c1C	4	12	-6	-2	i	-5	1.9	-13	0
CCc1c(O)nc(SCC(=O)Nc2ccccc2C)[nH]c1=O	-5	2	-9	10	i	5	-0.4	-2	-1
COc1ccc(N2CCN(S(=O)(=O)c3ccc(-c4cc(C)no4)s3)CC2)cc1	2	2	-4	-6	i	-4	0.6	1	-2
Cc1ccc(S(=O)(=O)N2CCCN(Cc3nc4ccccc4c(=O)[nH]3)CC2)cc1	0	·	-8	5	i	-3	-1.6	-10	2
O=C1NCCN1C(=O)c1ccco1	-3	4	-7	-2	i	1	-0.5	-2	1
COC(=O)c1ccccc1NC(=O)c1ccc2c(c1)CC(C)O2 (centres undefined)	-1	-5	19	-4	i	-8	-0.9	-2	-2
COc1ccccc1C1CCCN1Cc1nc(-c2cc3c(cc2Cl)OCO3)oc1C (centres undefined)	9	0	3	-3	i	-4	0.3	-1	-2
CSCCC1NC(=O)N(C(C)C(=O)Nc2cc(Cl)cc(Cl)c2)C1=O (centres undefined)	-1	5	2	8	i	-3	1.7	-3	4
COCCNC(=O)CN(CC1CCCO1)C(=O)CCC(=O)Nc1ccccn1 (centres undefined)	-5	3	-5	-13	+	-4	0.4	-1	6
CC12CCC(=O)N1C(C(=O)N1CCN(c3cccc(Cl)c3)CC1)CS2 (centres undefined)	4	0	-5	8	i	-4	1.0	-1	2
O=C(O)CCc1nn2cc(-c3ccccc3)nc2[nH]c1=O	-2	2	-6	3	i	11	2.0	-3	-3
C/C(=N\Nc1ccc(Cl)cc1)c1ccncc1	1	-1	3	7	i	-1	0.9	-2	2
Cc1ccc(NC(=O)CSCC(=O)NNC(=O)c2ccoc2C)cc1	-7	0	-8	-7	i	-3	0.2	-3	0
O=C(CCN1C(=O)[C@@H]2Cc3ccccc3CN2C1=O)NCc1ccccc1	3	0	-6	-9	i	-3	1.7	-12	2
O=S(=O)(c1ccc2ccccc2c1)N1CCN=C1SCc1cccnc1	-1	0	10	23	i	-3	0.5	-3	-3
Cc1ccc(CN2C(=O)c3ccccc3Sc3ccc(C(=O)NCCCN4CCOCC4)cc32)cc1	4	-1	33	-10	i	4	-0.5	-1	-7
CC(=O)c1cccc(NC(=O)c2cc(-c3ccco3)nc3ccccc23)c1	1	1	6	1	i	-18	0.1	3	-1
COc1ccc(Br)cc1CN1CCN(C(=O)c2ccco2)CC1	8	-1	0	4	i	2	0.4	-3	0
CCOC(=O)n1c(=O)n(C)c2ccc(Br)cc21	5	-3	-4	3	i	-3	2.2	-3	-1
CCn1c(NC(=O)c2ccccc2F)c(-c2cccs2)c(=O)c2ccccc21	0	-6	-1	2	i	-6	0.3	-2	-2
COc1cccc(/C=N/NC(=O)c2oc3nc(-c4ccccc4)cc(-c4ccco4)c3c2N)c1	5	-7	-2	-61	·	-60	1.0	-5	1
COC(=O)c1ccc(C(=O)N2CCCC(CNC(=O)c3ccc(F)cc3)C2)cc1 (centres undefined)	-2	-2	-4	5	i	-2	0.4	-2	-2
CC(=O)c1cccc(N2C(=O)CC(N3CCN(S(=O)(=O)c4ccc(Cl)cc4)CC3)C2=O)c1 (centres undefined)	3	-1	-4	5	i	-16	3.0	-4	1
COc1ccc2c(Cl)c(-c3nnco3)sc2c1	0	-1	-2	-15	i	-3	1.7	-5	-14
Following part
SMILES	CSN deneddyl inh	MT1-MMP act inh	FAS-TE inh	PABP1 MLLE inh	Rpn11 inh	E coli Lon inh	MsrA inh	MsrA act	Rin1-Abl PPI inh
CC(=O)/C(=N\Nc1cccc(Cl)c1)Sc1nnc(-c2ccccc2)n1-c1ccccc1	4	-4	-3	-124	i	-12	1.0	-1	2
CC1CCCC(NC(=O)CCn2c(=O)oc3ccccc32)C1C (centres undefined)	-1	1	-1	-11	i	7	1.8	-2	0
OCC[C@H]1C[C@@H](O)[C@H](O)[C@]2(Cc3ccccc3CO2)O1	2	2	-5	1	i	-5	-1.3	-2	0
CN1CCN(/C(=N\O)c2nonc2N)CC1	0	-3	-5	5	i	0	0.7	-4	0
COc1ccc(NC(=O)CC2Nc3cccc4cccc(c34)NC2=O)cc1 (centres undefined)	13	3	1	11	i	7	0.3	-1	4
CCCCNc1nc2c(c(=O)n(C)c(=O)n2C)n1CCC	2	5	-2	1	i	3	0.5	-2	-2
CCNC(=O)CCC(=O)Nc1cc(Cl)ccc1C	1	4	-3	-8	i	-12	-0.2	-1	2
CC(C)c1c(C(=O)N/N=C/c2cccc(OCc3ccccc3)c2)nnn1-c1nonc1N	-1	3	25	1	i	3	-1.3	-4	-1
COC(=O)Cc1c(C)nc2nc(-c3ccc(Cl)cc3)[nH]n2c1=O	-1	7	-2	2	i	4	0.0	1	-2
NC(=O)c1ccsc1NC(=O)COc1ccccc1	-6	-8	-7	-61	i	5	·	-4	-2
O=C(NN=Cc1ccc(O)cc1)c1ccccc1NS(=O)(=O)c1cccs1	-4	-5	-5	-1	i	-8	3.2	-3	2
Cc1ccc(-c2cc(C(=O)N3CCN(C4CCS(=O)(=O)C4)CC3)c3ccccc3n2)cc1 (centres undefined)	-3	5	-4	-5	i	13	2.9	-2	3
c1ccc(Cc2c(-c3ccccc3)nc3c4ccccc4ccn23)cc1	-4	·	7	9	i	3	-0.8	-1	1
Cc1cccn2c(=O)c(/C=C(\C#N)C(=O)NC3CCS(=O)(=O)C3)c(N3CCC(C(N)=O)CC3)nc12 (centres undefined)	-5	4	-2	8	i	-14	0.4	-3	-3
CC(=O)c1ccc(NC(=O)c2ccc3nc(C)sc3c2)cc1	-4	-2	-2	-3	i	6	-0.4	-1	0
CCCCc1cc(=O)oc2cc(C)cc(OC(C)C(=O)NCc3ccncc3)c12 (centres undefined)	-5	-7	6	14	i	-3	-0.9	-7	-9
CCC1(c2ccccc2)NC(=O)N(CC(=O)Nc2cc(S(=O)(=O)N3CCCCC3)ccc2N(C)C)C1=O (centres undefined)	-3	0	11	1	i	1	-2.1	-2	-1
CCOc1cc(S(=O)(=O)N2CCCCCC2)ccc1F	1	-2	9	7	i	1	1.0	-5	4
CCc1ccc(OCCNC(=O)c2cccs2)cc1	2	-3	1	-1	i	-4	-0.5	-4	1
COC(=O)CCC/C=C1/SCC(NC(=O)c2ccccc2)C1=O (centres undefined)	1	-1	-28	27	i	-12	0.9	-2	-5
Cc1cc(C)n2nc(C(=O)OCC(=O)N(C)C3CCS(=O)(=O)C3)nc2n1 (centres undefined)	1	-3	-5	-6	i	-2	-0.3	-3	2
